ERK EGF inh – inhibitors of EGF-stimulated ERK signaling pathway | AID 1454 | HEK293-V1b, EGF-stimulated phospho-ERK AlphaScreen | Potency, µM (doses to about 11.5 µM), for the others: at the highest dose activity change, negative = inhibition, actives largely listed as inhibitors | 130,000 tested, 0.41% active; active means well fitted inhibition curve with a large enough effect; inconclusive means small, poorly fitted or top-dose-only effect, or effect the other way;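 further: plate controls were stimulated vehicle wells for no effect and unstimulated vehicle basal for full effect; nearly all actives have a fitted effect of over 55% in size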
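EGF-stimulated (25 nM, 5 min) phospho-ERK in HEK293 cells stably expressing V1b, cells pretreated 30 min with compound at 37C. Homogeneous AlphaScreen read on lysates.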
* hit, by the source's call; ? = inconclusive; & = joins results of further samples; [ ] = another dose, or the depositor's remark. Potency means the concentration at half of the fitted maximal effect. Some of the compounds tested; count on the stated rates, not on these rows.

SMILES	ERK EGF inh
C[N+]1(CCC(=O)c2ccccc2)CCCCC1	12.2%
CCOP(=O)(OCC)/C(=N/OC(=O)c1ccc(OC)cc1)C(N)=O	2.5%[57.5 µM]
COc1cc(N)c(Cl)cc1C(=O)OCCCN1CCCCC1	6.3%
CN1CCN(C(=O)c2cn(-c3ccccc3)nc2-c2cccs2)CC1	-5.3%
N#CCCn1c(=O)c(-c2ccc(Cl)cc2)nc2cnc(OCc3ccccc3)nc21	-14.6%
CC(C)CCN1CCN(Cc2nc3ccccc3s2)CC1CCO (centres undefined)	3.7%
COc1ccc(C(C)=O)cc1CSc1nnc(Nc2ccccc2C)s1	-1.4%
CCC(=O)c1c[nH]c(C(=O)NCc2cccs2)c1	-2.2%[57.5 µM]
CCc1cccc(N(CC(=O)NCc2ccc(F)cc2)C(=O)c2csnn2)c1	-1.2%
COc1ccc(N2CCN(CC(O)COC(C)(C)C)CC2)cc1 (centres undefined)	9.8%
COc1ccccc1/C=N/NC(=O)COCC(=O)N/N=C/c1ccccc1OC	8.5%[57.5 µM]
O=C1c2cccc([N+](=O)[O-])c2C(=O)N1c1cccnc1	0.6%
COc1ccc(S(=O)(=O)N2CCN(C(=O)NC3CCCCC3)CC2)cc1	-2.1%
CCOCC(=O)Nc1ccc(C(=O)Nc2ccccc2Cl)cc1	-5.1%
CCOC(=O)c1c(C)n(C)c2ccc(OC)c([N+](=O)[O-])c12	0.7%
CCOC(=O)c1sc(NC(=O)CC)nc1C	-7.2%
COc1cc(/C=C(\C#N)C(=O)N2CCOCC2)ccc1OCc1ccccc1	5.6%
COCCNc1nc(-c2ccc(N(C)C)cc2)nc2ccccc12	20.6%
O=C(N/N=C\c1cccc(Cl)c1)c1n[nH]c2c1CCCC2	5.9%
CC1(C)Cc2c(sc(NC(=O)COc3cccc4ccccc34)c2C#N)C(C)(C)N1	-7.5%[57.5 µM]
Cn1c(=O)c2c(nc(N3CCc4ccccc4C3)n2C)n(C)c1=O	-4.2%
COc1ccc(NC(=S)N2CCN(Cc3ccco3)CC2)c(OC)c1	-4.2%
O=C(O)CC1S/C(=N\N=C/c2ccccc2O)N(c2ccc(O)cc2)C1=O (centres undefined)	1.1%
COc1cc(N=C2C(=O)N3CCCc4cccc2c43)cc(OC)c1	-0.7%
CC(C(=O)O)N1C(=O)/C(=C/c2cccn2C)SC1=S (centres undefined)	-5.9%

Given with the structure last: entries from further up
ERK EGF inh	SMILES
20.6%	COCCNc1nc(-c2ccc(N(C)C)cc2)nc2ccccc12
-5.1%	CCOCC(=O)Nc1ccc(C(=O)Nc2ccccc2Cl)cc1
1.1%	O=C(O)CC1S/C(=N\N=C/c2ccccc2O)N(c2ccc(O)cc2)C1=O (centres undefined)
5.6%	COc1cc(/C=C(\C#N)C(=O)N2CCOCC2)ccc1OCc1ccccc1

Among those listed so far, three have a cyano group.
SMILES	ERK EGF inh
N#CCCn1c(=O)c(-c2ccc(Cl)cc2)nc2cnc(OCc3ccccc3)nc21	-14.6%
COc1cc(/C=C(\C#N)C(=O)N2CCOCC2)ccc1OCc1ccccc1	5.6%
CC1(C)Cc2c(sc(NC(=O)COc3cccc4ccccc34)c2C#N)C(C)(C)N1	-7.5%[57.5 µM]

Remaining list, next part
SMILES	ERK EGF inh
CCOC(=O)C1(CC2CCCCO2)CCN(Cc2ccccc2-c2ccco2)CC1 (centres undefined)	-5.2%
Cc1cc(NS(=O)(=O)c2ccc(Nc3nc(-c4ccc(C)c(C)c4)cs3)cc2)no1	27.7%
CCC1=NN2C(=N)/C(=C\c3cccn3-c3ccc(C)c(C)c3)C(=O)N=C2S1	-3.3%
N#Cc1ccc(OCC(=O)OCC(=O)NCCC2=CCCCC2)cc1	-0.9%
COc1ccccc1-c1cncnc1NCc1cccnc1	7.0%
COc1ccccc1OCCOCCOc1c(C)cc(C)cc1Br	-6.8%
O=C(NC1CC1)C1=C[C@@H](c2ccc(Br)cc2)C[C@@H](OCCCCO)O1	-0.7%[57.5 µM]
COc1ccc(-c2nnc(NC(=O)Cc3ccccc3)s2)c(OC)c1	5.0%[57.5 µM]
Cc1ccc(CC(=O)O/N=C(\N)Cc2ccc([N+](=O)[O-])cc2)cc1	1.9%
CC(C)(C)NC(=O)NC(=O)CN1CCN(c2ccccc2O)CC1	-6.7%
CC1CCCN(CC(O)COCc2ccc3c(c2)OCO3)C1 (centres undefined)	2.2%
COc1ccccc1CNC(=O)Cc1ccc(Br)cc1	1.6%
CCOC(=O)N1CCc2c(sc3c2c(=O)n(Cc2ccccc2)c(=O)n3Cc2ccc(C)cc2)C1	-0.5%
CCCCN(C)C(=O)c1cc2c(s1)-c1ccccc1S(=O)(=O)C2	-17.2%[57.5 µM]
COc1ccc(C2C(C(=O)NCc3ccccn3)CCC(=O)N2c2cc(OC)c(OC)c(OC)c2)cc1 (centres undefined)	-10.5%
CCNC(=O)C1CC(=O)N(CCCc2ccccc2)C(=Nc2ccccc2)S1 (centres undefined)	-4.0%[57.5 µM]
C/C(=N\S(=O)(=O)c1ccc(C)cc1)NC(=S)Nc1ccc(C)cc1	-2.9%
CC(C)Sc1ncc(S(=O)(=O)c2ccccc2)c(=O)[nH]1	-4.6%
O=C(NN1C(=O)C2C(C1=O)C1C=CC2C12CC2)c1ccc(Cl)cc1 (centres undefined)	0.6%[57.5 µM]
CCOP1(=O)OCC2OC(n3cnc4c(N)ncnc43)C(O)C2O1 (centres undefined)	12.4%[57.5 µM]
CCOc1ccc(CN(C)CC(=O)NCc2ccccc2Cl)cc1	16.1%
CCc1cc(C(=O)c2ccc(OC)cc2)c(NC(=O)CN2CCN(C)CC2)s1	0.0%[57.5 µM]
NC(=O)COC(=O)c1ccccc1OCc1ccc(Cl)cc1	4.6%
CC(=O)c1cccc(CN2CCC(CO)(Cc3ccccc3)CC2)c1	-4.3%[57.5 µM]
COCCNc1nc(-c2cc(-c3ccc(Cl)cc3)on2)cc(C(C)C)n1	-4.0%[57.5 µM]

(more compounds)
SMILES	ERK EGF inh
COc1ccc(C2CC(=O)OC3=C2C(=O)CC(C)(C)C3)c(OC)c1 (centres undefined)	-7.8%
O=C(N/N=C/c1cccc([N+](=O)[O-])c1)c1c[nH]c2ccccc12	-0.3%[57.5 µM]
Cc1nn(-c2ccccc2)c(N2CCCCC2)c1/C=N/NC(=O)c1ccncc1	-6.7%
Cc1ccc(-c2c[n+](CC(=O)Nc3cc(=O)n(C)c(=O)n3C)c3n2CCC3)cc1	0.8%
O=C(NNC(=O)c1sccc1-n1cccc1)c1cccs1	0.3%
CCC/C=N/NC(=O)C1COc2ccccc2O1 (centres undefined)	4.2%
O=C1C=C(Nc2ccc(Cl)cc2)CC(c2ccc(Cl)cc2)C1 (centres undefined)	14.1µM*
CCn1c(/N=C/c2ccccc2NS(=O)(=O)c2ccc(C)cc2)nc2ccccc21	-6.3%
Cc1nnc(SCc2nc3ccccc3s2)n1-c1ccccc1	-4.2%
Cc1cc(C)n(CCC(=O)N/N=C/c2ccc(Cl)c([N+](=O)[O-])c2)n1	-4.2%[57.5 µM]
Cc1ccc(C(=O)NCCSc2ccc(Cl)cc2)cc1[N+](=O)[O-]	-5.6%[57.5 µM]
CCOC(=O)c1nn(-c2ccc3c(c2)OCCO3)cc1O	7.2%
COC(=O)CSC(=S)N1CCCC(C)C1 (centres undefined)	1.0%[57.5 µM]
CC(C)(C)c1ccc(OCCNC(=O)Cc2ccc(F)cc2)cc1	-8.1%
O=C(NCc1ccccn1)c1ccc(CNS(=O)(=O)c2cccc(Cl)c2)cc1	1.3%
COc1ccccc1CNc1ccc(CNc2ncn[nH]2)cc1	-3.8%
COc1cccc2sc(N(CCCN(C)C)C(=O)C(c3ccccc3)c3ccccc3)nc12	0.3%
COC(=O)N1[C@H](Cc2ccccc2)C=C[C@]1(C)C(=O)O	8.3%&2.0%
CC(=O)N1CCC(C(=O)Nc2nc(-c3ccccc3)ns2)CC1	-5.6%
COC(=O)c1ccc(CSc2nc3ccc(S(=O)(=O)N4CCOCC4)cc3[nH]2)cc1	2.1%
CCN(CC)S(=O)(=O)c1ccc(C(=O)OCC(=O)NCCN2C(=O)CSC2=O)cc1	-2.7%
O=C(NC1CCCCC1)C(=S)NCc1ccccc1	-10.4%
Cn1c(Cn2c(=O)sc3ccccc32)nnc1SCC(=O)N1CCCC1	8.7%
NS(=O)(=O)c1ccc(NC(=S)NC(=O)c2cccc(Br)c2)cc1	1.8%
CC1CCN(Cc2cc(=O)oc3cc4c(cc23)CCCC4)CC1	7.6%[57.5 µM]

Other compounds
SMILES	ERK EGF inh
CS(=O)(=O)N1N=C(c2ccco2)CC1c1ccc(Cl)cc1 (centres undefined)	-8.7%
C/C(=N/NC(=O)CN1CCN(Cc2ccccc2Cl)CC1)c1ccncc1	0.5%
CC1CCN(S(=O)(=O)c2cccc(C(N)=O)c2)CC1	13.6%
CCOC(=O)c1c(-c2ccc(C)cc2)csc1NC(=O)CCSc1nnc2ccccn12	?
CCCCN(C)CCOc1ccccc1OCC	15.7%
CCn1c(CC(=O)Nc2ccccc2)n[nH]c1=S	3.1%
CNCCC(Oc1ccc(C(F)(F)F)cc1)c1ccccc1 (centres undefined)	-1.4%&-3.4%
CC(/C=N/NC(=O)CSc1nc2ccccc2n1C)=C\c1ccco1	?
COc1ccc(Cl)cc1NC(=O)COC(=O)C(CC(C)C)N1C(=O)C2CC=CCC2C1=O (centres undefined)	-7.9%
COC(=O)c1c(-c2snnc2C)n[nH]c1C	-0.4%[57.5 µM]
Cc1cc(C)cc(N(C(=O)CCC(=O)Nc2ccccn2)C(C(=O)NC(C)C)c2ccc(O)cc2)c1 (centres undefined)	0.6%
COC(=O)N/N=C/c1cccnc1	1.5%
COc1ccc(C(=O)N/N=C(\C)Cn2cnc([N+](=O)[O-])n2)cc1	-14.7%
COc1cc2ncnc(NCc3ccco3)c2cc1OC	22.4µM*
N#CCc1nn(-c2ccc(Cl)cc2)c(N)c1C#N	12.4%
CCc1ccc(N2Cc3ccccc3C2)cc1	3.5%[57.5 µM]
CCC1Cc2c(nc(N)c3c(N)nc(N4CCCCC4)c(C#N)c23)O1 (centres undefined)	3.1%
O=c1c(-c2ccccc2)c(O)c2c(n1-c1ccccc1)CCCC2	0.9%
Cc1c(Cl)c([N+](=O)[O-])nn1CCCC(=O)Nc1c(Cl)cccc1Cl	-9.0%
Cc1cc(C)c(S(=O)(=O)N2CCCOC2CNC(=O)C(=O)NCCC2=CCCCC2)c(C)c1 (centres undefined)	-3.5%
O=C(NC(=S)NC1C2CC3CC(C2)CC1C3)C12CC3CC(CC(C3)C1)C2 (centres undefined)	14.9%
COc1ccccc1OCCC(=O)OCC(=O)Nc1ccc(Br)cc1F	0.2%
Cc1nc2ccc(NC(=O)c3cccnc3)cc2s1	13.1%
CC(C)NC(=O)/C(C#N)=C\c1ccc(N(C)C)o1	4.7%
O=C(Cc1ccc([N+](=O)[O-])cc1)N1N=C(c2ccncc2)CC1(O)C(F)(F)F (centres undefined)	-2.0%

(further entries)
SMILES	ERK EGF inh
COC(=O)c1cccc(-n2c(C)cc(C=O)c2C)c1C	-4.5%
COc1ccc(-c2cc(C(F)F)n3ncc(C(=O)n4ccnc4C)c3n2)cc1	0.2%
CC(C(=O)O/N=C(\N)c1cccnc1)c1ccc([N+](=O)[O-])cc1 (centres undefined)	-9.1%
Cn1nc(-c2ccc(NCCO)c([N+](=O)[O-])c2)c2ccccc2c1=O	-14.5%
O=C(N/N=C/c1ccc(-c2cccc([N+](=O)[O-])c2)o1)c1cccs1	-0.7%
O=C(O)c1ccc(N/N=C/C=C/c2ccccc2[N+](=O)[O-])cc1	2.2%
O=S(=O)(Nc1ccncc1Cl)c1cc(Cl)ccc1Cl	1.2%[57.5 µM]
Cc1cc(C)cc(NC(=S)NCc2cccs2)c1	-6.6%
CCOC(=O)c1c(N2C(=O)Nc3ccccc3N2O)n[nH]c1-c1cccc(Cl)c1	-6.1%
COc1ccc(C(=O)N2CCC3(CC2)CCN(c2ccccc2)CC3)cc1	2.9%
COCCCNC(=O)CSC1=Nc2ccccc2C2=NC(c3ccccc3)C(=O)N12 (centres undefined)	-1.5%
Cc1cc(Cl)ccc1NC(=S)NC(C)(C)C	-3.3%
O=c1[nH]c(SCc2cccc(Cl)c2)nc2ccccc12	-3.1%
Cc1ccc(C(=O)CSc2ccc(-c3cccnc3)nn2)cc1	-38.2%
COCCn1c(=NC(=O)c2nc3ccccc3s2)sc2cc(S(C)(=O)=O)ccc21	-11.8%
O=C(Nc1cccc(NC(=O)c2ccc(-c3ccc(Br)cc3)o2)c1)c1ccco1	-0.5%
N/C(Cc1cccc2ccccc12)=N\OC(=O)c1ccc(Br)o1	7.3%
Cc1ccc(NP(=O)(Nc2ccc(C)cc2)Nc2ccc(C)cc2)cc1	-6.0%
COc1ccc2cc(C(c3nnnn3C3CCCC3)N3CCCCCC3)c3nnnn3c2c1 (centres undefined)	-7.0%
CCCCCNc1nc(-c2ccccc2)nc(-n2ccnc2)n1	-4.5%
Cc1nn(-c2ccc(C(=O)OC(C)C)cc2)c(C)c1[N+](=O)[O-]	7.7%
Cc1cc(/C=C2/NC(=O)NC2=O)c(C)n1-c1ccc(N2CCOCC2)cc1	-9.3%
CCOc1ccc(OCc2ccc(C(=O)N3CCCC(C)C3)cc2)cc1 (centres undefined)	2.4%
O=C(CCC(=O)Nc1ccccc1)NNS(=O)(=O)c1ccccc1[N+](=O)[O-]	2.1%
Cc1ccc(-n2c(C)cc(C(=O)CN3CCOCC3)c2C)cc1	-8.0%
CCC(CC)NC(=O)CO/N=C/c1ccc(Cl)cc1Cl	-2.3%
Cc1nc2ccc(NC(=O)c3ccccc3)cc2s1	-7.7%
Cc1ccc(NC(=O)CSc2ccccn2)cc1S(=O)(=O)N1CCOCC1	-3.1%
O=C(Cc1ccccc1)NN1C(=O)c2ccccc2C1=O	-4.0%
